MCL1-BIM inh: disrupts human MCL1 binding to BIM-BH3 peptide; Q07820; GST-MCL1 / FITC-Bim-BH3 fluorescence polarization; inhibition, % at 10.9 µM; 320,000 tested, 0.68% active; AID 2057;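 active = inhibition above the mean inhibition of all tested compounds plus 3 SD, set per campaign, cut at about 40% in these data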;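 also: 0% = DMSO wells and 100% = unlabeled Bim-BH3 peptide control; higher means more loss of mP so more displacement of Bim peptide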
Target sequence (Q07820 whole entry, looked up): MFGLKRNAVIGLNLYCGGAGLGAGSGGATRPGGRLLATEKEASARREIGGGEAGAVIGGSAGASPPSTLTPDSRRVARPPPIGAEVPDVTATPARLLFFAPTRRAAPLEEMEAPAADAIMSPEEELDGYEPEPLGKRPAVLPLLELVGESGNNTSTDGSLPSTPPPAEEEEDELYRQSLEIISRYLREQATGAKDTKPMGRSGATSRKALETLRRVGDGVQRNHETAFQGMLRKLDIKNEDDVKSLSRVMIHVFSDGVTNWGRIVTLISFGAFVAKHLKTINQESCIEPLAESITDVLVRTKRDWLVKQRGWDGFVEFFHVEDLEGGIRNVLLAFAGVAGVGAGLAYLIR
GSTO1 inh: counter-screen for RBBP9 inhibitors: inhibitors of human GSTO1 | P78417 | recombinant GSTO1, activity-based probe fluorescence polarization | inhibition, % at 5.96 µM | 300,000 tested, 1.1% active | AID 1974;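 active = inhibition above the campaign mean inhibition plus 3 SD, cut at about 35% in these data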;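 also: 0% = GSTO1-1 with DMSO and 100% = wells lacking GSTO1-1 enzyme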
Target sequence (P78417 whole entry, looked up): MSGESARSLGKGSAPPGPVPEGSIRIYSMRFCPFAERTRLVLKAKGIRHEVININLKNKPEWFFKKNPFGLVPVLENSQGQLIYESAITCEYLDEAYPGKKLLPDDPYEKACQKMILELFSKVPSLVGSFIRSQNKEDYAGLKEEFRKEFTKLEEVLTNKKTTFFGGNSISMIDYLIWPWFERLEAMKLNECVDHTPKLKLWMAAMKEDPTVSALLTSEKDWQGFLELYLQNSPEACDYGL
Fam108B counter: Fam108B inhibition, counter-screen for RBBP9 inhibitors; recombinant Fam108B, FP-Rh probe fluorescence polarization; inhibition, % at 9.51 µM; 300,000 tested, 0.33% active; AID 1947;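 active = inhibition above the screen mean inhibition plus 3 SD, computed separately per campaign, cut at about 18% in these data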;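 also: inhibitors lower polarization as less probe binds the enzyme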
PAD4 FP inh: PAD4 (human) enzyme inhibition | recombinant PAD4, RCA probe fluorescence polarization | 330,000 tested, 0.41% active | inhibition, % at 6.36 µM | Q9UM07 | AID 485272;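 active = percent inhibition above a cutoff equal to the mean of all tested compounds plus 3 SD, cut at about 15% in these data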;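 also: 0% = PAD4 with RCA probe and DMSO and 100% = probe without PAD4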
PME-1 inh: PME-1 (human) inhibition; Q9Y570; recombinant PME-1, FP-Rh probe fluorescence polarization; 320,000 tested, 0.53% active; inhibition, % at 5.9 µM; AID 2130;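 active = inhibition above the campaign mean of all compounds plus 3 SD, cut at about 26% in these data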;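 also: competitive labeling of PME-1 active site by serine hydrolase directed probe; 0% = PME-1 with DMSO and 100% = wells lacking PME-1 enzyme; inhibitors block probe labeling so polarization falls and inhibition rises; many of its hits are not listed in these tables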
BCLXL inh: blocks human Bcl-xL binding to Bim BH3 peptide. Q07817. GST-Bcl-xL / FITC-Bim BH3 peptide fluorescence polarization. inhibition, % at 10.9 µM. 320,000 tested, 0.7% active. AID 2129;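 active = inhibition above the mean of all tested compounds plus 3 SD, cutoff set per campaign, cut at about 30% in these data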;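 also: 0% = DMSO wells and 100% = unlabeled Bim-BH3 peptide competitor; inhibitors lower millipolarization by displacing the labeled peptide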
MEX-5 binding: C. elegans MEX-5 TCR-2 RNA binding activity. Q9XUB2. MEX-5/FITC-TCR2 RNA binding, fluorescence polarization; stronger effect = lower value. activity score (negative = inhibition of binding), % at 10 µM. 300,000 tested, 0.38% active. AID 1832;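 active = inhibition past about -25% in most replicates, and total fluorescence under double the plate's negative control median, limit read from the data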;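 also: 0% = DMSO and -100% = 5 µM competing unlabeled TCR2 RNA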
GLD-1 TGE inh: GLD-1-TGE RNA interaction inhibition (C. elegans); purified GLD-1 + fluorescein TGE RNA, fluorescence polarization; inhibition, % at 5.96 µM; 320,000 tested, 0.44% active; AID 2280;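 active = percent inhibition above a per-plate cutoff, the plate mean of test compounds plus 3 SD, cut at about 30% in these data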;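 also: 0% = DMSO wells with GLD-1 and probe and 100% = wells lacking GLD-1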
Target sequence (Q17339 whole entry, looked up): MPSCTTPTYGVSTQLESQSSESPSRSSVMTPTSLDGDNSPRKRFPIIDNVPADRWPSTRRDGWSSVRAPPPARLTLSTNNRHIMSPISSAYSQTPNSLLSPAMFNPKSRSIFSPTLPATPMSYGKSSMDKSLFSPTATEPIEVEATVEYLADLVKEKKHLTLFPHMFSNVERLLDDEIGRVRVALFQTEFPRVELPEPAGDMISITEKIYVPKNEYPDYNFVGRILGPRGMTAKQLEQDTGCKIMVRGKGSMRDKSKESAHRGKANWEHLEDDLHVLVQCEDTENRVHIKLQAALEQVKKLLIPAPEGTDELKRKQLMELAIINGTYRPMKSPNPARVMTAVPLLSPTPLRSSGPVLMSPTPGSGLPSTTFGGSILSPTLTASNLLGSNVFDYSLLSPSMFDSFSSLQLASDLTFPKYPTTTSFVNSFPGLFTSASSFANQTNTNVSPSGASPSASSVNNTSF
TPT1 inh: C. albicans TPT1 enzyme inhibition; inhibition, % at 5 µM; 300,000 tested, 0.81% active; AID 1962; recombinant caTPT1, FP RNA substrate dephosphorylation;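 active = inhibition above the mean of all tested compounds plus 3 SD, set per screening campaign, cut at about 24% in these data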;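 also: plate controls were DMSO alone for no effect and ferristatin control at 100 nM for full effect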
An asterisk follows results filed as active; x = not tested or not shown.

Sample of the layout, three compounds:
entry	SMILES	MCL1-BIM inh	GSTO1 inh	Fam108B counter	PAD4 FP inh	PME-1 inh
1	COc1ccccc1N1CCN(C(=O)c2c(-c3ccccc3Cl)noc2C)CC1	6.4	0.3	-2.8	-2.8	-5.3
2	COc1ccccc1Nc1ccc(C(=O)O)cc1[N+](=O)[O-]	-8.9	-6.5	3.3	-6.0	1.0
3	CCCN(CCC)C(=O)CSc1nc2ccccc2c(=O)n1CC1COc2ccccc2O1 (configuration not stated)	-3.7	3.2	2.4	-1.4	-6.5

entry	BCLXL inh	MEX-5 binding	GLD-1 TGE inh	TPT1 inh
1	-0.5	1.6	5.4	-6.6
2	4.5	0.9	-2.9	0.9
3	3.9	0.4	9.0	-1.2

Results, previewed entries included:
entry	SMILES	MCL1-BIM inh	GSTO1 inh	Fam108B counter	PAD4 FP inh	PME-1 inh
1	COc1ccccc1N1CCN(C(=O)c2c(-c3ccccc3Cl)noc2C)CC1	6.4	0.3	-2.8	-2.8	-5.3
2	COc1ccccc1Nc1ccc(C(=O)O)cc1[N+](=O)[O-]	-8.9	-6.5	3.3	-6.0	1.0
3	CCCN(CCC)C(=O)CSc1nc2ccccc2c(=O)n1CC1COc2ccccc2O1 (configuration not stated)	-3.7	3.2	2.4	-1.4	-6.5
4	CCOC(=O)c1cc(-c2nnc(-c3cc(OC)c(OC)c(OC)c3)o2)c(C)nc1C	4.9	4.8	7.9	1.7	-0.7
5	CCC(=O)NNc1nc2c(Cl)cccc2s1	-3.3	8.1	1.1	2.1	2.1
6	Cc1noc(NC(=O)c2c(-c3c(Cl)cccc3Cl)noc2C)c1[N+](=O)[O-]	6.2	-10.6	1.1	-4.6	0.6
7	CCCCc1nnc(NC(=O)C2CC(=O)N(Cc3ccccc3)C2)s1 (configuration not stated)	11.2	1.9	2.1	-1.2	4.0
8	COc1cc(C(=O)OCc2cc3ccccc3[nH]c2=O)cc(OC)c1OC	0.9	4.1	3.5	-0.6	4.3
9	O=C(CNC(=O)c1nc[nH]c1C(=O)NCc1ccccc1)OCc1ccccc1	3.9	12.9	-3.3	3.2	2.3
10	CN1C(=O)c2ccccc2C(C(=O)NCC2CCCO2)C1c1c[nH]c2ccccc12 (configuration not stated)	-2.0	-0.3	-4.5	-2.6	-1.1
11	CC(=O)N(Cc1ccc(F)cc1)c1cccc(C)c1C	6.5	1.4	1.4	0.6	3.7
12	C/C(=N/NS(=O)(=O)c1cccc([N+](=O)[O-])c1)c1c[nH]c2ccccc12	1.9	0.6	-4.2	0.3	-6.9
13	O=S(=O)(c1ccccc1)[C@@]1(c2ccc(Br)cc2)C[C@@H]2ON=C(c3ccccc3)[C@@H]2C1	8.3	-2.5	0.1	1.5	9.5
14	c1ccc(Cn2ncc3ccccc32)cc1	3.0	6.3	-0.5	-6.8	1.4
15	CCc1cccc(Nc2cc(C)nc3nc(C)nn23)c1	0.6	3.5	-5.0	-2.6	-5.4

entry	BCLXL inh	MEX-5 binding	GLD-1 TGE inh	TPT1 inh
1	-0.5	1.6	5.4	-6.6
2	4.5	0.9	-2.9	0.9
3	3.9	0.4	9.0	-1.2
4	10.9	-0.3	9.4	1.5
5	-3.4	-4.3	3.5	0.3
6	2.3	-1.6	-2.2	4.7
7	7.4	-0.7	6.4	0.7
8	2.8	1.4	-5.2	0.2
9	3.6	4.0	-1.4	0.0
10	3.1	0.1	7.5	-4.0
11	3.6	-1.2	1.1	2.6
12	5.7	-0.2	0.6	-0.5
13	6.3	1.4	0.5	0.0
14	2.8	0.0	9.9	-3.3
15	6.1	-1.5	-1.3	0.3

Next section
entry	SMILES	MCL1-BIM inh	GSTO1 inh	Fam108B counter	PAD4 FP inh	PME-1 inh
16	CN1C(=S)SC(/[N+]([O-])=C\c2ccco2)C1(C)C (configuration not stated)	-1.1	-0.1	5.3	2.9	2.2
17	O=C(N/N=C/c1ccc(OC2CSC2)cc1)c1ccc(CN2CCOCC2)cc1	-6.4	0.9	-3.5	1.3	-8.9
18	COc1ccc(C2/C=C\CNCC(=O)N2Cc2ccc(F)cc2)cc1 (configuration not stated)	-4.8	4.0	2.0	-6.9	-1.4
19	CCC1(CC)C(=O)C2=C3C1[C@H](C(=O)OC)C=C(C(=O)OC)C[C@H]3n1c(=O)n(-c3ccccc3)c(=O)n1[C@H]2C (some centres not stated)	-0.5	6.9	3.8	0.1	-2.7
20	COc1ccccc1CCNC(=O)C1CCN(c2nnc(C)c3c(C)n(-c4ccc(C)cc4)nc23)CC1	-12.8	3.2	-4.1	-10.3	0.6
21	Cc1ccc(CCNC(=O)C2CCN(S(=O)(=O)c3ccc4c(c3)CCC(=O)N4)CC2)cc1	-5.6	-3.9	-1.8	2.6	-1.8
22	CC(C)n1ncc2c(C(=O)Nc3ccc(S(N)(=O)=O)cc3)cc(C3CC3)nc21	-6.1	x	x	-6.9	-21.9
23	COC(=O)c1ccc(NC(=S)N2CCN(CCO)CC2)cc1	8.2	12.3	0.1	8.2	-13.6
24	Cc1nc(NC(=S)NC(=O)c2ccccc2)sc1C(=O)N(C)C	5.7	-4.6	1.4	4.2	-1.5
25	Cc1ccc(Cn2ncc3c(NCCN(C)C)ncnc32)cc1	-1.6	1.9	-4.6	0.7	-4.6
26	Cc1ccc(OCC(=O)NCC2CCCO2)c(C)c1 (configuration not stated)	0.1	-3.1	-5.3	4.0	-3.0
27	Nc1cccc(-c2nc3ccccc3s2)c1	7.8	5.5	6.0	3.7	1.4
28	O=C(NC1CCN(Cc2ccccc2)CC1)c1ccc(S(=O)(=O)NCc2ccco2)cc1	-1.1	-3.4	-2.2	1.4	-6.9
29	Cn1nc(C(F)(F)F)c(-c2cccc(C(F)(F)F)c2)c1NC(=O)c1cccnc1	-2.1	1.2	-4.6	3.1	-6.1
30	CC(Oc1ccccc1)C(=O)N1CCN(C(=O)C(C)Oc2ccccc2)CC1 (configuration not stated)	4.9	0.9	-2.8	-0.6	2.2

entry	BCLXL inh	MEX-5 binding	GLD-1 TGE inh	TPT1 inh
16	-1.8	0.7	-2.0	0.8
17	2.4	0.4	-8.1	-4.2
18	0.4	1.7	-6.2	1.1
19	6.4	3.2	7.1	-2.3
20	-9.3	-3.4	-13.4	17.9
21	1.5	-4.5	-3.6	5.7
22	-3.1	x	0.4	x
23	4.9	2.0	6.7	2.9
24	8.4	-1.4	4.6	2.4
25	-0.5	1.4	1.4	-0.6
26	4.0	-1.6	4.9	-0.4
27	4.5	-1.2	-0.6	-0.9
28	2.2	2.0	7.9	-0.5
29	0.1	4.1	1.8	-3.9
30	0.8	-0.7	7.5	-1.4

Reprinted from the part before: four entries, then new ones.
entry	SMILES	MCL1-BIM inh	GSTO1 inh	Fam108B counter	PAD4 FP inh	PME-1 inh
27	Nc1cccc(-c2nc3ccccc3s2)c1	7.8	5.5	6.0	3.7	1.4
28	O=C(NC1CCN(Cc2ccccc2)CC1)c1ccc(S(=O)(=O)NCc2ccco2)cc1	-1.1	-3.4	-2.2	1.4	-6.9
29	Cn1nc(C(F)(F)F)c(-c2cccc(C(F)(F)F)c2)c1NC(=O)c1cccnc1	-2.1	1.2	-4.6	3.1	-6.1
30	CC(Oc1ccccc1)C(=O)N1CCN(C(=O)C(C)Oc2ccccc2)CC1 (configuration not stated)	4.9	0.9	-2.8	-0.6	2.2
31	Cc1ccccc1NC(=O)c1cc(S(=O)(=O)N2CCCCC2)cs1	3.9	-5.1	-4.5	-2.2	-3.1
32	CCN(CC)c1ccc(C(=O)OCC(=O)Nc2sccc2C#N)cc1	-39.2	-1.3	-3.1	1.9	-2.4
33	Clc1ccc(Oc2ccccc2)c2ncccc12	1.9	7.1	2.6	2.6	3.6
34	COc1ccc2nc(NC(=O)Cc3ccc(OC)c(S(=O)(=O)N4CCOCC4)c3)sc2c1	1.7	13.0	-0.3	-3.2	-7.4
35	O=C(Nc1cccc(C(=O)O)c1)/C(=C\c1ccc2c(c1)OCO2)NC(=O)c1ccccc1Cl	7.0	0.5	2.5	-4.4	6.8
36	CC(C)Cc1cc(C(=O)N(C)C2CCCN(Cc3ccccc3F)C2)n(C)n1 (configuration not stated)	-11.0	-10.4	-6.2	-0.8	0.1
37	O=C(c1cc(NC(=O)C23CC4CC(CC(C4)C2)C3)cc(NC(=O)C23CC4CC(CC(C4)C2)C3)c1)N1CCCCC1	0.8	-9.9	-6.8	-2.4	-7.5
38	CC(=O)c1cccc(S(=O)(=O)NCCC(=O)Nc2ccc(S(N)(=O)=O)cc2)c1	5.4	0.1	2.2	1.3	-6.5
39	CCOC(=O)N1CCN(CC(O)COc2c(OC)cccc2OC)CC1 (configuration not stated)	-5.2	-2.3	-2.4	-2.2	-4.9
40	O=C(COC(=O)c1cc(Cl)ccc1O)Nc1ccc2c(c1)OCCO2	7.2	x	x	0.4	-5.0
41	COc1ccc(C)cc1S(=O)(=O)NC1CCCCC1C (configuration not stated)	-3.2	-0.4	-4.0	-2.1	0.1
42	Cc1cccc(CNC(=O)CC2C(=O)NCCN2C2CCCC2)c1 (configuration not stated)	7.3	2.5	2.2	-0.9	0.9
43	CCCC(C)NS(=O)(=O)c1ccc(OC)c(C)c1 (configuration not stated)	5.3	5.5	-1.3	-1.1	8.5
44	CCC(C)C(NC(N)=O)C(=O)Nc1ccc(S(=O)(=O)Nc2ccc(OC)cc2)cc1 (configuration not stated)	4.9	12.2	-5.3	-4.6	-2.3
45	O=C(O)/C=C/c1cnc2ccccc2n1	4.2	8.5	-3.0	4.0	0.8
46	O=C(NCC(=O)N(c1ccc(F)cc1)C(C(=O)NC1CCCC1)c1ccncc1)c1ccco1 (configuration not stated)	1.8	0.1	-4.5	-0.3	-0.6
47	CC(C)n1cc(CN2CCN(CCc3ccccc3)C(CCO)C2)cn1 (configuration not stated)	5.3	-5.5	0.3	-2.6	1.6
48	COc1ccc(NC(=O)CSc2nnc(C)n2N)cc1S(=O)(=O)N1CCCCC1	-6.2	x	x	-2.7	1.0

entry	BCLXL inh	MEX-5 binding	GLD-1 TGE inh	TPT1 inh
27	4.5	-1.2	-0.6	-0.9
28	2.2	2.0	7.9	-0.5
29	0.1	4.1	1.8	-3.9
30	0.8	-0.7	7.5	-1.4
31	7.0	-0.4	6.2	-1.1
32	-21.8	0.6	1.0	9.5
33	2.9	2.5	-7.6	2.6
34	8.5	1.9	2.9	-1.0
35	-0.3	1.8	0.4	-1.4
36	-2.3	3.3	5.0	1.7
37	7.0	-0.7	-0.1	-2.4
38	1.5	-0.4	8.0	-1.3
39	3.9	-2.7	7.2	1.5
40	1.9	x	1.8	x
41	10.0	0.4	-0.2	2.2
42	5.8	-1.8	6.5	0.5
43	5.9	1.2	2.5	-3.8
44	0.6	0.2	4.8	-0.4
45	7.5	0.3	-7.3	0.6
46	4.5	0.4	-2.1	-0.4
47	5.6	-0.7	-4.9	6.9
48	-9.1	x	-1.6	x

Assay outcomes: PubChem, several laboratories

Some of the compounds tested; count on the stated rates, not on these rows.
